Screens deposited in PubChem BioAssay by several laboratories.
MrgX1 PAM: positive allosteric modulators of MrgX1, primary screen, HEK293 cells, Fluo-4 calcium flux | B-score at 10 µM | FDSS; active compounds read high | AID 588675, 2011 | 310,000 tested, 0.63% active | Mas-related G-protein coupled receptor member X1 (Homo sapiens), Q96LB2;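 active means plate-corrected calcium response at least 3 library SD above typical, normal starting fluorescence, not activating the receptor alone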;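 further: compound read alongside a low EC10 to EC30 dose of BAM8-22 agonist; peak minus trough fluorescence over baseline measured at the second addition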
HIF act: HIF pathway transcriptional activators, primary screen, cell-based, U2OS HRE-luciferase, luminescence; U2OS HRE-luciferase reporter; normalized: DMSO 0%, desferrioxamine 100%; 300,000 tested, 0.32% active; AID 1910, 2009; activation, % at 7.5 µM (by protocol);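 active means mean activation of at least 10% of the iron chelator positive control signal, with at least half of replicates also reaching 10%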
TRPC6 act: mouse TRPC6 channel activators, primary screen, cell-based, HEK293, membrane potential dye | 310,000 tested, 0.13% active | Short transient receptor potential channel 6 (Mus musculus), Q61143 | HEK293-TRPC6 membrane potential dye fluorescence; active compounds read high | B-score at 10 µM;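 active means B-score of the integrated fluorescence ratio above library mean plus 3 SD, and starting fluorescence ratio within library mean plus 5 SD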;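 further: higher score means more depolarization so channel activation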
Target sequence (Q61143 whole entry, looked up): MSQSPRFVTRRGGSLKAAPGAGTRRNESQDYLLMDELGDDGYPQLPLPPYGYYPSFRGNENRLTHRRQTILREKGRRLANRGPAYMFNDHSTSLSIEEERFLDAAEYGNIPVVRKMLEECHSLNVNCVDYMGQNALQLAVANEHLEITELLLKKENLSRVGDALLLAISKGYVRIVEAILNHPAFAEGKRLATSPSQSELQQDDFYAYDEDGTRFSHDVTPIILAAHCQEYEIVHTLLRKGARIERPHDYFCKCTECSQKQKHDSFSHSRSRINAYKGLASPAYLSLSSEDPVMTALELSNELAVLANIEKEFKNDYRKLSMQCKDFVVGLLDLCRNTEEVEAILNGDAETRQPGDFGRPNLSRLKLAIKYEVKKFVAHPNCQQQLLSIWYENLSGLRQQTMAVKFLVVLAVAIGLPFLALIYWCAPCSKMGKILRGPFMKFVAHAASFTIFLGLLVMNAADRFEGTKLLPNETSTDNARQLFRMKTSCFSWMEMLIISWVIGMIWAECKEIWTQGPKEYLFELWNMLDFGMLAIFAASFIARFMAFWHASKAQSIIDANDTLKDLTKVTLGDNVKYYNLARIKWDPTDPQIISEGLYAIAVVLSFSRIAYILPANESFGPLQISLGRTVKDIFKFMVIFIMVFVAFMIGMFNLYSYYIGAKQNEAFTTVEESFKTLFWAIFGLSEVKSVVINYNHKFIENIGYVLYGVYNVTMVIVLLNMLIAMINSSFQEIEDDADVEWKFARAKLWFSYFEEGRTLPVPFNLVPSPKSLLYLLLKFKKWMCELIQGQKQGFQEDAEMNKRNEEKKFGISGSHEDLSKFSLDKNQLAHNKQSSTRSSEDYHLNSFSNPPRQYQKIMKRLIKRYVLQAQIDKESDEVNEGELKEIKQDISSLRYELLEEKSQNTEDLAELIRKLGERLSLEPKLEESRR
PolyA inh: polyadenylation inhibitors in yeast reporter cells, primary screen, luminescence, S. cerevisiae. S. cerevisiae SKY197-pL101 polyadenylation reporter, beta-gal luminescence; efflux-impaired pdr1/pdr3 knockout yeast; score 100 = 6 SD above DMSO. 300,000 tested, 0.02% active. calls only at 12 µM;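 active means lowest replicate activity score at least 50, where 100 means six control SD above control mean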;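 further: yeast exposed to compound for 9 h at 30 °C; higher score means more reporter readthrough which indicates perturbed polyadenylation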
TRPC4 act: activators of mouse TRPC4 channel, primary screen, Fluo4 calcium, HEK293 TRPC4beta/mu-opioid cells; 310,000 tested, 0.49% active; Fluo4 calcium fluorescence; active compounds read high; Short transient receptor potential channel 4 (Mus musculus), Q9QUQ5; B-score at 10 µM;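 active means B-score above 5 SD of library B-scores, and initial fluorescence ratio not above library mean plus 5 SD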;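 further: positive B-score marks a calcium rise read as TRPC4 activation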
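Test system: HEK293 cells stably co-expressing mouse TRPC4beta and mu-opioid receptor | Schedule: Fluo4 dye loading 45 min at room temperature, 110 s recording | Measured by: Kinetic Fluo4 calcium fluorescence, 5 s baseline at 1 Hz | Evaluation: B score of integrated ratio | Controls: Buffer (low) and maximal DAMGO (high)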
TRPC6 inhibitor: mouse TRPC6 channel inhibitors, primary screen, cell-based, HEK293, membrane potential dye. B-score at 10 µM. ACh-evoked depolarization; active compounds read low. 310,000 tested, 1.1% active. Short transient receptor potential channel 6 (Mus musculus), Q61143;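 active means B-score under library mean minus 3 SD, initial fluorescence not abnormally high, positive integrated signal ratio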;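 further: B-score derived from integrated fluorescence ratio over the kinetic read; more negative B-score means stronger inhibition of depolarization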
AI-2 QS modul: Vibrio harveyi AI-2 quorum sensing modulators, primary screen, JMH597 strain, luminescence/OD600 ratio | 300,000 tested, 0.4% active | activity change, % at 7.5 µM | Vibrio harveyi JMH597 AI-2 luminescence/OD600 ratio, 9 h; active compounds read low; strain lacks LuxN and CqsS sensors; 0 = neutral-control median; in the data active means activity change below about -75%, passing the limit was not always enough;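 further: luminescence divided by OD600 gain over 9 h not by final OD600 alone; inactives centre near 13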
MrgX1 antagonist: antagonists of human MrgX1 receptor, primary screen, HEK293 cells, Fluo-4 calcium flux | AID 588676, 2011 | B-score at 10 µM | 310,000 tested, 1.3% active | Mas-related G-protein coupled receptor member X1 (Homo sapiens), Q96LB2 | BAM8-22 antagonism; active compounds read low;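 active means calcium-response B-score plate-corrected more than 3 library SD below zero, starting fluorescence within 5 deviations, no agonist response on first addition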;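 further: peak minus trough fluorescence over baseline after final BAM8-22 challenge near maximal dose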
MrgX1 ag: agonists of human MrgX1 receptor, primary screen, HEK293 cells, Fluo-4 calcium flux; Mas-related G-protein coupled receptor member X1 (Homo sapiens), Q96LB2; Fluo-4 calcium fluorescence, agonist mode; active compounds read high; B-score at 10 µM; 310,000 tested, 0.44% active;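 active means calcium response B-score plate-corrected fluorescence ratio at least 3 library SD, with starting fluorescence B-score inside 5 SD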
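Material: MrgX1-expressing HEK293 cells / Dosing: compound as first of three additions / Incubation: overnight seeding, then 1 h dark dye loading / Signal: Fluo-4 NW calcium fluorescence / Evaluation: B-scored fluorescence response ratio / Benchmarks: positive and negative control wells on each plate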
TRPC4 block: inhibitors of mouse TRPC4 channel, primary screen, Fluo4 calcium, HEK293 TRPC4beta/mu-opioid cells; Short transient receptor potential channel 4 (Mus musculus), Q9QUQ5; DAMGO-evoked Fluo4 calcium flux; active compounds read low; B-score at 10 µM; 300,000 tested, 0.39% active; AID 2247, 2010;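 active means B-score over 3 SD under the library average, no early fluorescence shift, positive overall ratio signal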
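Signal: kinetic Fluo4 fluorescence imaging of calcium influx. Material: stable TRPC4beta/mu-opioid receptor HEK293 cells. Probe or stimulus: DAMGO in two steps, submaximal then maximal.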
TRPC4 potent: positive allosteric modulators of TRPC4, primary screen, cell-based, mouse TRPC4beta, HEK293 mu-opioid, Fluo-4 calcium. DAMGO EC20, Fluo-4 Ca2+ flux; active compounds read high. 310,000 tested, 0.42% active. B-score at 10 µM. AID 2227, 2009. Short transient receptor potential channel 4 (Mus musculus), Q9QUQ5;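 active means B-score of calcium response area above 5 SD of library B-scores, with initial fluorescence ratio within 5 SD of library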;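 further: B-score of integrated fluorescence ratio over time as area under calcium response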
Starred values were filed as active, the others as inactive; i = inactive; . = no result given. This is a subset; rates above refer to the full screens.

SMILES	MrgX1 PAM	HIF act	TRPC6 act	PolyA inh	TRPC4 act	TRPC6 inhibitor	AI-2 QS modul	MrgX1 antagonist	MrgX1 ag	TRPC4 block	TRPC4 potent
Cc1nc(N2CCN(c3ccccn3)CC2)c2c(C)c(C(=O)N3CCN(c4cccc(Cl)c4)CC3)sc2n1	i	-0.1	i	i	i	i	10	i	i	i	i
Cc1ccc(C)c(N2CCN(S(=O)(=O)c3ccc(-c4ccc(=O)[nH]n4)o3)CC2)c1	i	0.0	i	i	i	i	1	i	i	i	i
CC(=O)c1c(C)nc(-c2ccc3c(c2)OCO3)n1O	i	-0.4	i	i	i	i	11	i	i	i	i
CC(OC(=O)c1cccc(S(=O)(=O)N2CCCCCC2)c1)C(=O)Nc1ccc(S(N)(=O)=O)cc1 (configuration not stated)	i	-0.8	i	i	i	i	19	i	i	i	i
Cc1ccc(N(CC(O)CN2C(=O)NC(C)(C)C2=O)S(=O)(=O)c2ccc(C)cc2)cc1 (configuration not stated)	i	0.1	i	i	i	i	23	i	i	i	i
O=[N+]([O-])c1ccc(-c2nnc(-c3ccccc3)c(NCCCO)n2)cc1	i	0.6	i	i	i	i	2	i	i	i	i
Cc1cccc2c(=O)cc(C)n(CC(=O)N3CCCCC3)c12	i	-0.2	i	i	i	-6.2*	3	i	i	i	i
O=C(CCc1nc(-c2ccccc2Cl)no1)NC1CCCC1	i	0.0	i	i	i	i	4	i	i	i	i
Cc1c(Cc2ccccc2)c(=O)oc2c(CN(C)C)c(O)c(Cl)cc12	i	0.7	i	i	i	i	20	i	i	i	i
COc1ccc(CN(C)CC(=O)Nc2cccc3ccccc23)cc1F	i	-0.4	i	i	i	i	0	i	i	i	i
COc1ccc(OC)c(NC(=S)N(CCc2c(C)[nH]c3ccc(C)cc23)Cc2cccs2)c1	i	-0.2	i	.	i	i	24	i	i	i	i
O=C(CCSCCc1ccccn1)Nc1nccs1	i	0.3	i	i	i	i	10	i	i	i	i
COc1cccc(C2=NOC(C(=O)NCc3ccc(F)cc3)C2)c1 (configuration not stated)	i	-0.1	i	i	i	i	13	i	i	i	i
C/C(=N\NC(=O)c1cccnc1)c1ccc(OC2OCCOC2Oc2ccc(/C(C)=N/NC(=O)c3cccnc3)cc2)cc1 (configuration not stated)	i	0.2	i	i	i	i	15	i	i	i	i
CN1C2CCC1/C(=C\c1ccccc1F)C(=O)/C2=C/c1ccccc1F	i	1.3	i	i	i	i	20	i	i	i	i
CCOCCCNC(=O)c1cc2c(=O)[nH]c3ccccc3c2s1	i	1.1	i	i	i	i	-1	i	i	i	i
CC(C)NC(=O)c1ccc(CN2CCC(Cc3ccccc3)CC2)cc1	i	-35	i	i	i	i	0	i	i	i	i
CCc1c(C)nc(SCC(=O)NNC(=O)c2ccco2)[nH]c1=O	i	0.7	i	i	i	i	12	i	i	i	i
O=C1CS/C(=N\c2ccccn2)N1C1CCCCC1	i	-0.1	i	i	i	i	3	i	i	i	i
COc1ccc(-c2sc3ccccc3c2C#CCCO)cc1	i	-0.1	i	i	i	i	8	i	i	i	i
CC(=O)c1ccc(N(C(=O)Cc2c[nH]c3ccccc23)C(C(=O)NC2CCCCC2)c2cccs2)cc1 (configuration not stated)	i	1.0	i	i	i	i	3	i	i	i	i
Cc1csc(NC(=O)c2ccoc2C)n1	i	2.9	i	i	i	i	16	i	i	i	i
COc1ccc(C(=O)Nc2c(Cl)cc(Cl)cc2C(=O)N2CCC(C)CC2)cc1	i	-0.6	i	i	i	i	-1	i	i	i	i
O=C(C(Cl)Cl)N1CCN(c2ccccn2)CC1	i	-0.3	i	i	i	i	11	i	i	i	i
COc1cccc(-n2c(=O)c3c(C)c(C(=O)N(C)C)sc3n(CC(=O)NCC3CCCO3)c2=O)c1 (configuration not stated)	i	-0.4	i	i	i	i	.	i	i	i	i
CC(C)OC(=O)c1ccc(NC(=O)c2cncc(Br)c2)cc1	i	-0.4	i	i	i	i	26	i	i	i	i
O=C(/C=C/c1ccc(Cl)cc1Cl)n1cccn1	i	-0.5	i	i	i	i	42	i	i	i	i
CCOC(=O)c1ccc(-c2csc(NC(=O)CN3CCC(C)CC3)n2)cc1	i	0.0	i	i	i	i	26	i	i	i	i
Nc1[nH]nc2ncc3cc4ccccc4nc3c12	i	0.7	i	i	i	i	10	i	i	i	i
Cc1cccc(/C=N/NC(=O)c2cc(-c3cccnc3)nc3ccccc23)c1	i	-0.5	i	i	i	i	23	i	i	i	i
CC(C)CCN1CCN(Cc2cccs2)CC1CCO (configuration not stated)	i	-0.2	i	i	i	i	13	i	i	i	i
COc1cc(C2(c3ccc(O)c(OC)c3)C(=O)Nc3c(Br)cc(Br)cc32)ccc1O	i	-0.7	i	i	i	i	-9	i	i	i	i
CC(OC(=O)c1cc2c(ccc3ccccc32)oc1=O)c1nc2ccccc2s1 (configuration not stated)	i	0.0	i	i	i	i	26	i	i	i	i
CN(C(=O)c1cc(S(=O)(=O)N2CCc3ccccc32)cn1C)C1CCCCC1	i	-0.1	i	i	i	i	12	i	i	i	i
O=C(Nc1nc2ccc(S(=O)(=O)N3CCOCC3)cc2s1)c1cccs1	i	0.4	i	i	i	i	7	i	i	i	i
COc1ccc(S(=O)(=O)CC(=O)Nc2nnc(C(F)(F)F)s2)cc1	i	0.0	i	i	i	i	1	i	i	i	i
N#CCCn1nc(-c2ccc(Br)cc2)cc1Nc1ccccc1NC(=O)C(F)(F)F	i	0.4	i	i	i	i	21	i	i	i	i
COc1ccc(S(=O)(=O)Cc2ccc(C(=O)NC3CCCC3)o2)cc1	i	-0.3	i	i	i	i	28	i	i	i	i
N/C(=N\OC(=O)COc1ccccc1)c1ccccn1	i	2.8	i	i	i	i	-56	i	i	i	i
Cc1ccc(CC(=O)NCC(C)C)cc1	i	-0.3	i	i	i	i	17	i	i	i	i
O=C(CCN1C(=O)COc2ccccc21)NCCN1CCN(c2ccccc2F)CC1	i	.	i	i	i	i	23	i	i	i	i
Cc1ccc(-n2c(Cn3nc(C(F)F)cc3C(F)F)n[nH]c2=S)cc1	i	0.3	i	i	i	i	23	i	i	i	i
CCOC(=O)CNC(=O)CNC(=O)c1nn(-c2ccc(OC)c(Cl)c2)c(=O)c2ccccc12	i	0.0	i	i	i	i	10	i	i	i	i
Nc1n[nH]c(C2CC2)c1N=Nc1ccc(Cl)cc1	i	-0.5	i	i	i	i	22	i	i	i	i
Cc1cccc(C)c1OCC(=O)NCC1CCCO1 (configuration not stated)	i	-0.1	i	i	i	i	7	i	i	i	i

In the list so far, these contain a CF3 group:
SMILES	MrgX1 PAM	HIF act	TRPC6 act	PolyA inh	TRPC4 act	TRPC6 inhibitor	AI-2 QS modul	MrgX1 antagonist	MrgX1 ag	TRPC4 block	TRPC4 potent
COc1ccc(S(=O)(=O)CC(=O)Nc2nnc(C(F)(F)F)s2)cc1	i	0.0	i	i	i	i	1	i	i	i	i
N#CCCn1nc(-c2ccc(Br)cc2)cc1Nc1ccccc1NC(=O)C(F)(F)F	i	0.4	i	i	i	i	21	i	i	i	i

The results go on:
SMILES	MrgX1 PAM	HIF act	TRPC6 act	PolyA inh	TRPC4 act	TRPC6 inhibitor	AI-2 QS modul	MrgX1 antagonist	MrgX1 ag	TRPC4 block	TRPC4 potent
Cc1ccc(CNC(=O)c2ccc(NC(=O)C3=CSCCO3)cc2)cc1	i	1.3	i	i	i	i	14	i	i	i	i
COc1ccnc(CN(C)C(=O)C2CCC(=O)N(Cc3cccc(C(F)(F)F)c3)C2)c1 (configuration not stated)	i	-0.1	i	i	i	i	18	i	i	i	i
CCn1c(SCC(=O)Nc2ccccc2)nnc1-c1cccs1	i	0.4	i	i	i	i	4	i	i	i	i
COc1ccc(C2C(C(=O)N3CCN(C)CC3)c3ccccc3C(=O)N2C2CCCCC2)cc1 (configuration not stated)	i	-0.3	i	i	i	i	8	i	i	i	i
CCC(C)(C)NC(=O)CN(C(=O)CNS(=O)(=O)c1ccccc1)c1ccccc1	i	-0.2	i	i	i	i	1	i	i	i	i
CCCCOC(=O)C1=C(C)Nc2nnnn2C1c1ccc(OC)c(OC)c1OC (configuration not stated)	i	0.0	i	i	i	i	32	i	i	i	i
O=C1CSC(c2cccc([N+](=O)[O-])c2)N1CCN1CCCCC1 (configuration not stated)	i	0.1	i	i	i	i	10	i	i	i	i
Cc1cccc(N2CCN(C(=O)c3ccoc3C)CC2)c1C	i	1.5	i	i	i	i	19	i	i	i	i
COCCCNC(=O)CN(CCc1ccccc1)S(=O)(=O)c1ccc(OC)cc1	i	0.0	i	i	i	i	16	i	i	i	i
O=C(c1ccco1)N1CCN(CCOc2ccccc2)CC1	i	-0.2	i	i	i	i	19	i	i	i	i
O=C(NCCCN1CCOCC1)c1ccc(CSc2ccc(Cl)cc2)cc1	9.1*	0.0	i	i	i	i	-15	i	i	i	i
COc1ccc(C2NC(c3ccc(OC)cc3)C([N+](=O)[O-])C(C)(C)C2[N+](=O)[O-])cc1 (configuration not stated)	i	-0.4	i	i	i	i	18	i	i	i	i
CCc1nnc(NS(=O)(=O)c2ccc(N/C=C\C(=O)c3ccc(F)cc3)cc2)s1	i	-0.6	i	i	i	i	-13	i	i	i	i
O=[N+]([O-])c1ccc(COc2ccccc2/C=N/O)cc1	i	6.1	i	i	i	i	15	i	i	i	i
CCCC(=O)NC(=S)Nc1sc2c(c1C(N)=O)CCC2	i	0.5	i	i	i	i	7	i	i	i	i
O=C(NC1CCCCCCC1)c1ccccc1-c1ccccc1	i	0.3	i	i	i	i	17	i	i	i	i
